Screens deposited in PubChem BioAssay by several laboratories.
proKLK7 act – proKLK7 zymogen activators, primary screen, biochemical, fluorescence intensity | Kallikrein-7 (Homo sapiens), P49862 | purified proKLK7, EDANS-DABCYL substrate fluorescence; 100% is mature enzyme control, 0% vehicle | activation, % at 7 µM | 370,000 compounds, 0.9% hits | AID 652039, 2013;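 active means activation above the mean of all tested compounds plus 3 SD, computed per campaign excluding outliers beyond control limits, cut at about 13% in these data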
Target sequence (P49862 whole entry, looked up): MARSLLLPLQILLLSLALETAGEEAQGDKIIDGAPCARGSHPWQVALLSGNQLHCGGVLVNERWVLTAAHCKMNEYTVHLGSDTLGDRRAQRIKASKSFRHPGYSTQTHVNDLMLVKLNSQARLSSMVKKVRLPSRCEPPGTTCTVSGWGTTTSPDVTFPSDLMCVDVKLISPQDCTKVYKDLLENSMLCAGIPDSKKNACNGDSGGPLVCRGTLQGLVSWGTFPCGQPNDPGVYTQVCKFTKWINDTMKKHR
DAX1 inh-1 – DAX1 (NR0B1) inhibitors on StAR promoter, primary screen, cell-based, luminescence, SF-1 (NR5A1), full-length DAX-1; HEK293T StAR-luciferase reporter, SF-1/DAX-1 repression relief; 370,000 compounds, 1.1% hits; inhibition, % at 6.8 µM; AID 652010, 2013;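 active means inhibition above the mean over all tested compounds plus 3 SD, cut at about 3.6% in these data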;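 further: 0% = DAX-1 cells with DMSO and 100% = cells lacking DAX-1 with DMSO; higher inhibition means more luminescence from relief of DAX-1 repression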
GC-A act – GC-A stimulated cGMP production enhancers – HEK293 GC-A cells, cGMP TR-FRET, EC30 ANP, primary screen; Atrial natriuretic peptide receptor 1 (Homo sapiens), P16066; 0% at EC30 ANP, 100% saturating ANP; AID 1671463, 2021; activation, % at 10 µM; 370,000 compounds, 0.14% hits; in the data active means activation above about 40%
ssDAF12 agonist – S. stercoralis DAF-12 nuclear receptor activators, primary screen, cell-based, luminescence, HEK293, GRIP1 co-expression, lit1-tk-luc; 370,000 compounds, 1% hits; Nuclear hormone receptor DAF-12 (Strongyloides stercoralis); activation, % at 6.8 µM; HEK293 ssDAF-12/GRIP1 lit1-tk-luc reporter; % of 3 µM dafachronic acid response;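 active means activation above the mean over all tested compounds plus 3 SD, cut at about 0.9% in these data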;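 further: 0% = DMSO-only wells and 100% = 3 µM delta7-dafachronic acid wells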
GAA850 FXN act – FXN promoter activators, primary screen, cell-based, luciferase luminescence, HEK293 lucGAA850. activation, % at 6 µM. 360,000 compounds, 0.56% hits. HEK293 lucGAA850 FXN promoter luciferase reporter, 24 h; percent of 10 µM SAHA response;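 active means activation above the average of all compounds screened plus 3 SD, cutoff fixed separately per campaign, cut at about 7.5% in these data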;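 further: 0% = DMSO wells and 100% = 10 µM SAHA wells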
sPLA2-III inh – human group III sPLA2 inhibitors, primary screen, biochemical, QFRET, BODIPY PC-A2 liposome substrate; inhibition, % at 12.2 µM; QFRET BODIPY PC-A2 liposome hydrolysis, fluorescence; Group 3 secretory phospholipase A2 (Homo sapiens), Q9NZ20; 370,000 compounds, 0.56% hits;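 active means inhibition above mean plus 3 SD of compounds lying within the high and low control bounds, cut at about 19% in these data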;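 further: 0% = median of test compound wells and 100% = no enzyme DMSO wells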
Target sequence (Q9NZ20 whole entry, looked up): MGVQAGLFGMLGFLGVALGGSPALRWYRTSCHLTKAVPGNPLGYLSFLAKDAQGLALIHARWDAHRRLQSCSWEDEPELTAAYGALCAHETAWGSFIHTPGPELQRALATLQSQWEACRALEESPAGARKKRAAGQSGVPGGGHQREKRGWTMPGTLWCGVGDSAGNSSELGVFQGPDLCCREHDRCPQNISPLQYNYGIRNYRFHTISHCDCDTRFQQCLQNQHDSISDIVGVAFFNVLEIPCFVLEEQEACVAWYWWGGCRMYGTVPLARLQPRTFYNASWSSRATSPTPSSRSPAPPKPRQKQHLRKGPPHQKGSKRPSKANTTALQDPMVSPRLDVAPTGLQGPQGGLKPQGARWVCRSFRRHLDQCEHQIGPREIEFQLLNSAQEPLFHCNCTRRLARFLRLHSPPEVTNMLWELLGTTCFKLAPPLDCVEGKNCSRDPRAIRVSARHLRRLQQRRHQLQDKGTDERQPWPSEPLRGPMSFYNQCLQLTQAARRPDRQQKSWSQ
SMARCA2 act – SMARCA2 (BRM) function activators, primary screen, cell-based, luminescence, high throughput | AID 652017, 2013 | activation, % at 9.1 µM | MG213 cells, MMTV-luciferase reporter, dexamethasone, overnight | 370,000 compounds, 1% hits; in the data active means activation above about 7.8%;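 further: 0% = vehicle wells and 100% = reference activator wells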
hgDAF-12 ag – H. glycines DAF-12 receptor agonists, primary screen, cell-based, luminescence, HEK293, GAL4 fusion, UAS-luciferase; activation, % at 6.8 µM; AID 687014, 2013; Nuclear hormone receptor DAF-12 (Heterodera glycines), GAL4 fusion; HEK293 GAL4-hgDAF12 UAS-luciferase reporter, agonist luminescence; normalized to butyrate control; 370,000 compounds, 1.8% hits;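 active means activation above a cutoff set at the mean of all screened compounds plus 3 SD, cut at about 10% in these data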;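 further: 0% = DMSO wells and 100% = sodium butyrate wells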
DAX1 inh-2 – DAX1 (NR0B1) inhibitors, primary screen, cell-based, HEK293, Gal4-DAX1, luciferase luminescence; Nuclear receptor subfamily 0 group B member 1 (Homo sapiens), P51843; HEK293 Gal4-DAX1 luciferase reporter; inhibition, % at 6.75 µM; 340,000 compounds, 0.99% hits; AID 504766, 2011;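 active means inhibition above the mean over all tested compounds plus 3 SD, cut at about 4.2% in these data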;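 further: 0% = DAX1-transfected cells with DMSO and 100% = empty-vector control cells with DMSO; inhibition shows as a rise in luminescence from relieved DAX1 repression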
Target sequence (P51843 207-470 limits assumed): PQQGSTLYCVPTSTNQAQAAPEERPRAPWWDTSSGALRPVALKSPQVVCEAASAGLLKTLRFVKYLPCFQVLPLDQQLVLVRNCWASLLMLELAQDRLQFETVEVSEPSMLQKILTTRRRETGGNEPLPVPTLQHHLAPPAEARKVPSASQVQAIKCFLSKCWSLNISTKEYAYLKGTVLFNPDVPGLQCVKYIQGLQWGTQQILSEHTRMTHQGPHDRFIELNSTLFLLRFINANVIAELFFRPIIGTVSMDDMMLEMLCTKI
hcDAF12 agonist – H. contortus DAF-12 nuclear receptor activators, primary screen, cell-based, luminescence, HEK293, lit1-tk-luc reporter; activation, % at 6.8 µM; 370,000 compounds, 1.4% hits; HEK293 hcDAF-12 lit1-tk-luc reporter; 0% DMSO, 100% Δ7-dafachronic acid;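 active means activation above the mean of all tested compounds plus 3 SD, cut at about 5.5% in these data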;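 further: 100% = response to 3 µM Δ7-dafachronic acid high control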
NPR2 activator – human GC-B receptor activators, primary screen, HEK293 GC-B cells, cGMP TR-FRET, EC30 CNP. 0% at EC30 CNP, 100% saturating CNP. Atrial natriuretic peptide receptor 2 (Homo sapiens), P20594. 370,000 compounds, 0.11% hits. activation, % at 10 µM. AID 1920062, 2024;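 active means activation at 10 µM reaching about 35% in either raw or pattern-adjusted values, limit read from the data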
* marks the source's active call; other numbers are inactive results; · = no result given.

SMILES	proKLK7 act	DAX1 inh-1	GC-A act	ssDAF12 agonist	GAA850 FXN act	sPLA2-III inh	SMARCA2 act	hgDAF-12 ag	DAX1 inh-2	hcDAF12 agonist	NPR2 activator
COc1ccc(NC(=O)CN2CCc3ccccc3C2)c([N+](=O)[O-])c1	0.8	-0.1	6	-0.7	2.8	1	3	0.6	-0.4	-0.8	-1
CCOC(=O)C1=CC[C@@H](c2cc3ccc(OC)cc3n2C)N(S(=O)(=O)c2ccc(C)cc2)[C@H]1C(=O)OCC	0.2	-0.1	-4	-0.7	0.6	7	0	0.7	-0.4	-0.3	-5
COc1ccc(O)c(/C=N/NC(=S)NCCc2ccccc2)c1	-45	-0.5	30	-0.7	2.3	18	-1	-0.9	-0.6	-2.1	18
CC(Nc1nc(-c2cccnc2)nc2ccccc12)c1ccc(F)cc1 (stereo unspecified)	0.4	0.0	-5	-1.1	-0.5	-36	1	-0.2	-0.5	0.0	12
CC1CCc2nc(NC(=O)CN3CCN(c4ccc(F)cc4)CC3)sc2C1 (stereo unspecified)	0.3	-1.0	0	-2.1	-1.6	-11	-1	1.5	6.6*	-1.4	-2
O=C1CN(C(=O)c2ccc(Br)o2)C(c2ccc(F)cc2)c2cc(Cl)ccc2N1 (stereo unspecified)	-0.2	0.1	-39	-1.0	-1.2	4	-5	-0.9	1.0	-1.2	-21
Cc1ccc(-c2ocnc2C(=O)N2CCN(C(=O)c3cccs3)CC2)cc1	-0.7	-0.5	-4	-1.3	-1.1	-2	-3	0.8	-0.6	1.2	-3
CCCCn1c(N)c(N(CCC(C)C)C(=O)C(C)N2C(=O)c3ccccc3C2=O)c(=O)[nH]c1=O (stereo unspecified)	0.3	-1.0	7	-0.3	0.5	5	-1	0.4	-0.9	-0.5	4
O=C(NN=C1CCC(=NNC(=O)c2cccnc2)CC1)c1cccnc1	-0.2	-0.6	-2	-0.8	-1.6	0	2	0.8	-0.6	1.9	4
CCOC(=O)N/N=C(\C)c1cccs1	-0.4	0.5	5	-0.4	3.7	2	0	7.2	-0.2	-0.3	1
CCN(CC)CCNC(=O)CS(=O)Cc1nc(-c2ccc(C)cc2)oc1C (stereo unspecified)	-0.2	0.8	3	-0.8	-0.5	1	0	2.0	0.8	-0.5	4
Cc1cccc(C(=O)Nc2cccc(C(=O)N3CCOCC3)c2)c1	0.1	-0.2	3	-1.3	0.4	1	0	6.2	0.8	0.1	6
COCC(=O)N(C)C[C@H]1N[C@@](C)(C(=O)OC)[C@H]2C(=O)N(C)C(=O)[C@@H]12	-0.2	-1.3	1	-1.2	0.1	-2	-3	-0.5	-1.6	1.1	-1
C=CCOC(=O)C1=C(C)Nc2nnnn2C1c1cc(OC)ccc1OC (stereo unspecified)	0.0	0.1	-3	-1.5	-2.2	4	0	-1.9	0.9	-0.6	-12
O=C(C1CCCCC1)N1C[C@H](n2cc(-c3ccc(F)cc3)nn2)[C@@H](O)C[C@@H]1c1ccccc1	-0.2	1.0	3	-0.9	0.6	-2	0	0.7	-0.6	1.1	-3
Cc1ccc(S(=O)(=O)NNC(=S)NC(C)(C)C)cc1	0.7	-0.2	4	-1.6	1.4	19	-4	-0.8	·	0.1	-1
Cc1nnc(NC(=O)C(C)Sc2nnc(CNC(=O)c3ccccc3F)n2C)s1 (stereo unspecified)	-0.2	0.5	1	-1.2	0.0	-2	-1	4.2	-0.6	-1.0	4
Cc1ccc(S(=O)(=O)N2CCN(C(=O)c3n[nH]c4ccccc34)CC2)cc1	4.8	0.2	-2	-0.6	1.6	-7	-2	-1.1	0.2	1.1	-6
Cc1ccc(C(=O)N2CCC(n3nccc3NC(=O)C3CCOC3)CC2)cc1 (stereo unspecified)	0.7	1.3	-1	-1.1	1.8	1	-2	4.1	0.1	-1.2	-1
Cc1ccc(/C=C/C(=O)c2ccc([N+](=O)[O-])o2)cc1	0.5	-0.9	9	-1.1	·	9	1	-3.3	·	-1.9	-3
CC(=O)C1=C(O)CCC1=NCCc1ccccc1	0.3	0.2	-4	-1.1	1.1	2	2	-0.3	-0.1	-0.3	5
CC(C)(C)OC(=O)C[C@@H]1C/C=C\C[C@H](CC(=O)NCCO)C(=O)N[C@@H](c2ccccc2)COC1=O	0.7	0.7	-3	-1.2	-0.3	4	1	3.5	0.2	-1.6	-7
O=C(Nc1ccc(NC(=O)C2CCCCC2)nc1)c1ccco1	-0.8	-0.4	3	-1.0	4.5	0	3	6.4	-0.1	-0.4	5
O=C(NC1CCC1)c1ccc(C#Cc2cccc(F)c2)c[n+]1[O-]	-0.3	-2.3	1	-1.1	·	-5	-3	4.8	·	1.3	-2
CN(Cc1ccccc1)Cc1ccccc1F	0.2	-0.2	-2	-1.5	0.2	2	-3	2.7	-0.7	1.1	1
ClCC(CNCc1ccccc1)c1ccccc1 (stereo unspecified)	0.1	2.4	-18	-1.1	0.5	11	-5	-1.7	0.0	-0.8	-11
CC(=O)c1c(C)[nH]c(C(=O)CN2CCN(S(=O)(=O)c3ccc(C(C)C)cc3)CC2)c1C	0.2	-1.6	-3	-1.7	0.1	-3	1	1.3	-1.8	-2.0	2
COc1ccc(CC(N)c2csc(NC(=O)Nc3cc(OC)ccc3OC)n2)cc1 (stereo unspecified)	-0.8	-1.7	-14	-0.1	-0.5	19	-1	3.9	·	0.7	-9
CCOC(=O)N1CCN(C(=O)CSC2=NS(=O)(=O)c3cc(F)ccc3N2)CC1	-0.6	-0.2	3	-1.3	1.7	5	-2	0.6	4.8*	1.5	5
O=C(Nc1cc(Cl)ccc1-n1cncn1)c1ccc(F)c(S(=O)(=O)N2CCOCC2)c1	-0.5	2.6	-2	-1.3	-0.1	0	-2	0.8	0.4	-0.2	5
N#Cc1c(-c2ccccc2)nc(SCc2ccc(Cl)cc2)[nH]c1=O	-0.1	0.1	5	-1.1	1.3	-45	0	1.3	0.2	-1.2	-2
CCOC(=O)C1(C)CCCCCN1C(=O)c1snnc1C (stereo unspecified)	-0.2	1.7	1	-0.9	0.6	5	-6	-0.2	·	-0.4	-1
CC(=O)Nc1cccc(NC(=O)CCn2cnc3cc(C)c(C)cc32)c1	-0.1	-0.1	2	-1.8	-1.5	-5	-2	-0.7	0.9	-0.5	3
Cc1ccc(NC(=O)Cn2c(=O)ccn(Cc3ccccc3)c2=O)cc1S(=O)(=O)N1CCOCC1	-0.1	-1.7	-3	-1.4	-0.3	-11	-2	-1.2	-0.1	-0.3	2
Cc1ccc(CSc2nc3ccncc3n2CC(=O)Nc2cc(C)cc(C)c2)cc1	0.6	3.0	-1	-0.3	4.5	-9	-1	3.5	0.0	1.1	4
O=C(NC12CC3CC(CC(C3)C1)C2)C1CCCN1C(=O)NC1CCCCC1 (stereo unspecified)	1.3	-0.3	2	-1.1	4.6	4	-3	-3.0	0.8	-2.0	-1
CCc1nc(N2CCOCC2)c(C#N)c2c1COC(C)(C)C2	5.5	0.4	-3	-1.0	3.0	1	1	-0.6	-0.9	-1.4	-1
Cn1c(=O)cc(N2CCc3ccccc32)[nH]c1=O	0.3	0.6	-3	-0.7	1.1	-1	-1	-0.5	1.4	0.3	1
Cc1cccc(OCC(=O)Nc2ccc3oc(=O)ccc3c2)c1C	-0.2	-0.3	-3	-0.9	-0.7	0	-3	1.2	0.1	-1.4	-1
Cc1ccnc(N2C(=O)c3ccccc3C2Nc2cccc(C)c2C)c1 (stereo unspecified)	0.6	2.3	-6	-0.1	2.0	5	0	3.8	1.1	3.8	-1
COc1ccccc1/C=C(\NC(=O)c1ccc(OC)c(OC)c1)C(=O)Nc1cccc([N+](=O)[O-])c1	0.5	-0.2	-3	-0.5	-0.8	3	0	-1.3	0.9	0.1	2
COc1ccc(CNC(=O)[C@H](C)NC(=O)N2CCn3c2nc2ccccc23)cc1	-0.3	-0.2	-2	-0.9	0.3	0	-3	-3.5	0.1	-2.1	-2
Cc1cc2ccccn2c1C(=S)NC(=O)c1ccccc1	-0.2	-0.1	-1	0.3	3.7	6	5	6.9	0.4	5.5	-5
c1ccc2c(c1)nc(Nc1ccc(N3CCCCC3)cc1)c1nncn12	0.1	-0.2	-9	-1.4	2.1	11	-5	-0.9	-1.1	-2.2	-8
Cc1[nH]c2ccccc2c1C(=O)COC(=O)Cn1c(C)nc2ccccc21	-0.1	-0.6	-3	-0.5	1.0	15	-2	-1.2	-1.1	-2.5	-6
COc1ccc(Cl)cc1Nc1nc(Cl)nc(NCCO)n1	0.1	-0.9	-1	-1.2	-0.3	1	-2	2.9	2.0	-0.1	-1
CCCCP(=O)(CCCC)CCP(=O)(c1ccccc1)c1ccccc1	-0.8	0.1	-17	-0.1	-1.0	14	-3	-0.1	-0.9	0.2	-7
COCCN(C(=O)COC(=O)C1CCCCC1)c1c(N)n(Cc2ccccc2)c(=O)[nH]c1=O	0.0	0.2	-3	-0.6	0.6	12	-7	0.5	-1.0	2.0	1
O=C(N/N=C1/CC(c2ccccc2)Oc2ccccc21)C1CC1 (stereo unspecified)	-0.3	-0.3	-2	-1.3	3.2	15	-2	1.5	3.1	-2.3	-4
COCCNC(=O)c1cc2c(Br)ccc(Br)c2nc1N	0.0	2.3	1	0.3	·	16	-6	2.8	·	-0.2	-5
Cc1ccc([N+](=O)[O-])cc1N(CC(=O)Nc1ccc(S(=O)(=O)Nc2cccc(C(F)(F)F)c2)cc1)S(C)(=O)=O	0.3	-0.5	-1	-2.2	-1.3	-93	-6	0.6	-1.9	-3.6	0
Cc1ccc(-n2c(-c3ccncc3)nnc2-c2ccco2)cc1	0.4	-1.1	1	-0.9	0.5	6	-1	2.1	0.6	-1.3	1
CCOC(=O)c1c(C)[nH]c(C)c1C(=O)CSc1nnnn1-c1ccccc1	0.4	-0.9	-5	-1.4	4.7	-13	-3	-3.4	-0.4	-0.3	-11
